MEKK3 PB1 HTS: MEKK3-MEK5 PB1 interaction, increase or decrease. 1.4% of 290,000 active. binding response (% of control), % at 10 µM. bead-based flow cytometry, Alexa488-MEK5 binding to MEKK3; actives lie on both sides; 0 = blocked by unlabeled MEK5, 100 = vehicle. Q99759;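 active = binding response more than 3 SD above or below the average of its plate-row segment, actives on both sides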;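 note: Alexa488 bead fluorescence after subtracting the streptavidin-only scavenger bead signal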
Target sequence (Q99759 whole entry, looked up): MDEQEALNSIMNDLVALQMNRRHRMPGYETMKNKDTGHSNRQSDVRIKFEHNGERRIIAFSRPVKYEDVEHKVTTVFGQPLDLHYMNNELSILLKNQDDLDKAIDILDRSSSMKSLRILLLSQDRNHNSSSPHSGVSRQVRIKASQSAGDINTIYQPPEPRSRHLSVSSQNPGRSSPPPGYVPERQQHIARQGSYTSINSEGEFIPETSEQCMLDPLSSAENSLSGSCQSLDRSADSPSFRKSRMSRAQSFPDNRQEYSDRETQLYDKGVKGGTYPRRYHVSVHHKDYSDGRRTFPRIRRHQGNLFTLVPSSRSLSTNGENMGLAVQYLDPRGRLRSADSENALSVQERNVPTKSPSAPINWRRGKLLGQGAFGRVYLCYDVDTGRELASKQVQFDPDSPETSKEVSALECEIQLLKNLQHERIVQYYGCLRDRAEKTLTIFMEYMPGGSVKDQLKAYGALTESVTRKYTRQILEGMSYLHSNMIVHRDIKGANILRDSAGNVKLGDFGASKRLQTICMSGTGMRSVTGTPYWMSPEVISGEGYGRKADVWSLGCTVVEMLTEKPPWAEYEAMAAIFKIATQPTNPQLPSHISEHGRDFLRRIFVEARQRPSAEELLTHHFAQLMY
MEKK2 mut-MEK5: signal of MEK5 binding to mutant human MEKK2 PB1 domain; 0.35% of 290,000 active; bead flow cytometry, Alexa488-MEK5 binding to MEKK2 mutant; AID 1530; percent response, % at 10 µM; in the data active = percent response above about 24%, passing the limit was not always enough; note: inactives centre near 1; some results filed as inactive read as strong as hits
GalR3 antag: antagonists of human GalR3; O60755; HEK293 GalR3-CNG cAMP membrane potential fluorescence; galR3 body fused to GalR1 C-terminus; inhibition, % at 3 µM; 0.44% of 360,000 active;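 active = inhibition above the screen-wide average plus 3 SD, cut at about 13% in these data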;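 note: forskolin and galanin both at EC90 stimulate the cells; cAMP rise reported by CNG channel membrane potential dye signal; 0% = forskolin plus galanin with DMSO and 100% = forskolin alone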
SUMO HTRF inh: blocks human SUMOylation mediated by UBC9; inhibition, % at 35 µM; P63279; AID 2006; HTRF SUMOylation assay, SAE1/SAE2 + UBC9, in vitro; 0.36% of 290,000 active; in the data active = inhibition above about 50%, passing the limit was not always enough; note: strong numbers were not always called active
Target sequence (P63279 whole entry, looked up): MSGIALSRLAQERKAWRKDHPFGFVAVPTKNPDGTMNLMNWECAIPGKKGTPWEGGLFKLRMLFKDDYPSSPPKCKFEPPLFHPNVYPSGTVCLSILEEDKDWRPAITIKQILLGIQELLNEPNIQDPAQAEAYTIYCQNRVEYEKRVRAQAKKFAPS
CRFR2-BP antag: antagonists of CRF-binding protein/CRF-R2 receptor complex; inhibition, % at 11.8 µM; AID 588475; 0.59% of 350,000 active; HEK293 CRF-R2/CRF-BP, CRF-induced calcium fluorescence;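 active = inhibition of the ligand-induced calcium signal above about 50% at the single tested concentration, limit read from the data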
MEKK2wt PB1 HTS: raises or lowers MEK5 binding to wildtype human MEKK2 PB1 domain. Q9Y2U5. binding response (% of control), % at 10 µM. AID 1531. bead flow cytometry, Alexa488-MEK5 binding to MEKK2 WT; actives lie on both sides. 1.1% of 290,000 active; in the data active = binding response below about 67% or above about 130%
DNA FID counter: displaces DNA intercalator in HCV helicase counter-screen. DNA fluorescent intercalator displacement, fluorescence. inhibition, % at 7.9 µM. 0.17% of 290,000 active; in the data active = inhibition above about 37%;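 note: 0% = vehicle and 100% = reference compound; higher means more ethidium bromide displaced from hairpin DNA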
CRFBP-R2 agonist: agonists of human CRF-binding protein/CRF-R2 receptor complex; HEK293 CRF-R2/CRF-BP, calcium dye fluorescence (FLIPR); percent of saturating CRF peptide response; activation, % at 13.2 µM; 0.46% of 350,000 active;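 active = activation of at least 50%, plus an integration ratio under a set limit after plate pattern correction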;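 note: plate controls were neutral control wells without compound for no effect and CRF at EC100 for full effect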
NS3 helicase inh: HCV NS3 helicase inhibition | NS3 helicase DNA unwinding, Cy5 molecular beacon fluorescence | inhibition, % at 10.9 µM | 0.56% of 290,000 active | AID 1800;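 active = inhibition above the mean of all tested compounds plus 3 SD, set per campaign, cut at about 35% in these data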;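 note: 0% = DMSO wells and 100% = thioflavine S control wells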
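test system = hepatitis C virus NS3 helicase domain fragment enzyme | reagent = annealed dual-labelled DNA beacon duplex, ATP-started | times = 1 h at 25 °C | detection = Cy5 fluorescence, 0 and 60 min reads | read-out basis = percent inhibition from t60/t0 fluorescence ratio | control set = DMSO and thioflavine S | replication = one well per compound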
The depositor's hits bear a star; x = not tested or not shown. An excerpt; count on the stated rates, not on these rows.

SMILES	MEKK3 PB1 HTS	MEKK2 mut-MEK5	GalR3 antag	SUMO HTRF inh	CRFR2-BP antag	MEKK2wt PB1 HTS	DNA FID counter	CRFBP-R2 agonist	NS3 helicase inh
CC(=O)c1ccc(NC(=O)c2ccc3nc(C)sc3c2)cc1	100	8	-2	10	-3	100	-15	0.1	4
N#CCSc1nnc(COc2ccccc2)n1-c1ccccc1	100	-4	-4	-7	14	98	-9	-1.1	6
CCOC(=O)c1c(NC(=O)CSc2nnc(-c3ccco3)o2)sc(C)c1C	96	-3	-3	-16	22	92	-9	1.1	11
O=C(Nc1ccc2c(c1)OCCO2)c1cccnc1Oc1ccccc1	90	-16	3	14	17	93	-20	-5.3	-10
Cc1ccc(N2C(=NC(=O)c3ccccc3)SC3CS(=O)(=O)CC32)cc1 (stereo unspecified)	101	4	-2	4	-5	104	-27	-0.9	-9
CCCCNC(=O)c1cc2c(-c3ccc(Cl)cc3)nn(C)c2s1	104	5	3	29	-4	114	-7	1.6	-3
CC(CCc1ccccc1)NC(=O)c1cccc(F)c1 (stereo unspecified)	103	4	-4	7	13	105	-12	-6.1	-7
COc1cccc(OCc2cc(C(=O)NCCN3CCCCC3CO)no2)c1 (stereo unspecified)	100	4	4	0	2	109	0	0.0	1
O=C(N=Nc1c(O)[nH]c2ccccc12)c1cccs1	95	-1	-5	-2	6	102	2	-0.8	0
O=C(CCCN1C(=O)c2cccc3cccc(c23)C1=O)N1CCN(c2ccc(F)cc2)CC1	88	-7	0	18	5	92	-17	-0.4	-1
C[C@H](NC(=O)Cc1ccccc1)C(=O)N1CCC2(CC1)NCCc1[nH]cnc12	104	0	-6	x	11	103	2	-3.1	4
CS(=O)CSc1nc2c(cc1C#N)CCCC2 (stereo unspecified)	101	1	-3	10	-1	99	5	-4.3	-5
O=C1Nc2cc(C(=O)NCCCN3CCOCC3)ccc2S/C1=C/c1ccccc1F	105	3	2	11	-10	115	24	-0.6	-84
c1ccc2c(c1)CCN(c1nc(CN3CCOCC3)nc3sc4c(c13)CCCC4)C2	135*	3	-5	0	-18	107	-13	-2.1	-31
Cn1c(-c2cccc(Br)c2)n[nH]c1=O	102	-1	1	5	20	99	0	1.1	6
CCCCN(C)C(=O)c1cn(C)c2ccc(S(=O)(=O)N3CCC(C)CC3)cc2c1=O	95	1	x	17	5	99	-41	-1.4	9
COc1ccc(OC)c(C(=O)CSc2nc3c(c(=O)n(C)c(=O)n3C)n2C(C)C)c1	x	x	1	-24	12	x	3	-1.0	-5
Fc1ccc2c(c1)C(c1ccncc1)=NNC(c1ccccc1)=N2	102	8	-1	4	-4	111	-2	-2.7	-13
Cc1cc(C)n2nc(C(=O)OCC(=O)c3cc(C)n(C)c3C)nc2n1	102	2	-3	8	32	100	-4	-3.5	2
O=C(NC1CCCCC1)C(c1ccncc1)N(C(=O)Cn1nnc(-c2cccs2)n1)C1CCCC1 (stereo unspecified)	101	3	-9	-3	10	100	-16	-0.7	-3
CC(CC(=O)NCCc1ccc(S(N)(=O)=O)cc1)c1ccccc1 (stereo unspecified)	105	-1	-9	-8	4	101	-2	-1.0	6
CCC(C)[C@H](NC(=O)N1CC(=O)Nc2ccccc21)C(=O)N[C@H](C(=O)O)c1ccccc1 (stereo partly specified)	99	-3	-8	x	21	96	-23	-1.8	4
O=C(Nc1ccc(Cl)cn1)C1CCN(S(=O)(=O)c2cccs2)CC1	100	-3	0	1	8	97	-13	-1.4	-23
CC1=C([N+](=O)[O-])C(c2ccccc2C(F)(F)F)NC(=O)N1C (stereo unspecified)	107	17	-2	4	4	103	-3	-0.8	4
O=C(NC(=O)c1ccccc1F)OCc1ccc(Cl)cc1Cl	95	3	-4	6	35	96	-17	-1.3	-2

Going on with the list:
SMILES	MEKK3 PB1 HTS	MEKK2 mut-MEK5	GalR3 antag	SUMO HTRF inh	CRFR2-BP antag	MEKK2wt PB1 HTS	DNA FID counter	CRFBP-R2 agonist	NS3 helicase inh
CS(=O)(=O)c1ccc(C(=O)Nc2ccccc2N2CCOCC2)c(Cl)c1	106	1	-5	-12	1	99	-4	0.6	-7
CC(=O)NCCc1ccc(S(=O)(=O)N2CCN(c3nc(-c4ccccc4)c(C)s3)CC2)cc1	104	4	-9	-24	-15	103	-37	1.0	-31
CCOC(=O)Cc1[nH]nc2c1C(c1ccsc1)C(C#N)=C(N)O2 (stereo unspecified)	104	-9	-3	22	12	95	-4	1.8	10
Cc1ccc(C(C(=O)NC2CCCCC2)N(Cc2cccnc2)C(=O)c2csnn2)cc1 (stereo unspecified)	101	3	-9	0	2	97	-32	-0.9	5
CC1CCN(C(=S)Nc2cccc(S(=O)(=O)N(C)C)c2)CC1	101	1	0	13	7	101	-4	-1.6	0
C/C(=C\c1ccccc1)C(=O)Nc1ccc(S(=O)(=O)Nc2ncccn2)cc1	99	1	-1	10	-29	100	-6	-3.7	-8
Cc1cc(Cl)ccc1OCC(=O)Nc1ccccc1NS(=O)(=O)c1cccs1	111	-1	-6	12	10	105	1	2.3	2
CCN1C(=O)[C@H]2[C@@H](c3ccc(C)cc3)N3C(=O)N(c4cccc(F)c4)C(=O)[C@@]3(C)[C@H]2C1=O	103	-1	1	-1	-20	98	-17	7.7	-2
CCOC(=O)Cc1csc(NC(=O)C(C)Oc2ccc3c(C)cc(=O)oc3c2)n1 (stereo unspecified)	98	-2	-1	13	13	92	-29	-1.6	15
Cc1cc(S(=O)(=O)N2CCOCC2)ccc1OCC(=O)Nc1ccc(Br)cc1F	102	-3	-7	0	2	99	1	1.0	9
COC(=O)c1sc2ncccc2c1OCc1ccc(Cl)cc1Cl	102	3	-6	17	-3	102	-2	2.8	-1
COc1ccc(NS(=O)(=O)c2cccs2)cc1S(=O)(=O)N1CCOCC1	104	3	-7	-3	-15	107	-7	2.8	12
O=C(O)COc1ccc(Br)cc1/C=N/O	93	-7	0	3	-6	92	2	-2.5	1
O=C(OCc1nc2ccccc2[n+]([O-])c1C(=O)c1ccccc1)c1ccco1	102	-4	-3	6	9	102	-8	-0.4	6
CCOc1ccc(Nc2nc(Cc3nnc(SCC(=O)NCC4CCCO4)n3C)cs2)cc1 (stereo unspecified)	x	x	-9	22	-3	x	-23	-1.0	-5
NC(=O)c1ccc(-n2nnnc2SCC(=O)Nc2ccccc2)cc1	105	2	-9	17	-4	104	-1	-0.5	29
COc1cccc(N(CC(=O)NC2CCCCCC2)S(=O)(=O)c2ccccc2)c1	107	7	-2	-6	4	111	-32	0.5	-5
COC(=O)c1c(NC(=O)c2ccccc2)sc2c1CC(C)(C)NC2(C)C	103	15	3	5	-2	121	13	5.0	-20
CCN(CC)S(=O)(=O)c1cc(NS(=O)(=O)c2cc(Cl)ccc2Cl)ccc1C	100	1	1	13	12	99	-22	-0.6	-6
Fc1ccc(CSc2nnc(CN3CCOCC3)n2-c2ccccc2)c(Cl)c1	106	16	-2	3	-10	109	-42	0.4	5
O=C(Nc1ccccc1-c1ccccc1)NC1CCN(CC(=O)N2CCOCC2)CC1	103	3	-6	0	-11	104	2	-1.4	0
Cc1ccc(N(CC(=O)NCc2ccc(F)cc2)C(=O)c2ccco2)cc1C	99	1	-10	7	-4	97	-37	-1.1	2
CCCCCC/C=N/Nc1nnc(Cc2ccc(OC)c(OC)c2)c(=O)[nH]1	111	8	-9	17	9	109	-36	-1.3	-16
CC(=O)N1Cc2cc([N+](=O)[O-])ccc2Oc2ccccc21	89	-9	-5	6	4	82	-1	0.0	22
O=C(Nc1ccc(F)c(Cl)c1)C1CC(=O)N(Cc2ccccc2)C1 (stereo unspecified)	106	8	-2	0	-18	110	-18	-1.3	-6

Next entries.
SMILES	MEKK3 PB1 HTS	MEKK2 mut-MEK5	GalR3 antag	SUMO HTRF inh	CRFR2-BP antag	MEKK2wt PB1 HTS	DNA FID counter	CRFBP-R2 agonist	NS3 helicase inh
Cc1onc(-c2ccccc2)c1C(=O)Oc1ccccc1	97	-8	0	2	15	98	-8	-1.3	4
NC(=S)Nc1ccc(Cl)c(Cl)c1	104	1	-3	8	10	100	-2	-4.3	-19
O=C(Cn1c(=O)oc2ccccc21)Nc1ccc(S(=O)(=O)N2CCCCC2)cc1	99	2	-4	7	-9	100	-1	5.6	4
C#CCn1c(O)c(N=NC(=O)C(O)c2ccccc2)c2ccccc21 (stereo unspecified)	97	0	6	9	-1	98	-13	2.6	2
CCOc1ccccc1-n1nnnc1SCC(=O)O	97	-9	-5	9	-8	96	0	1.3	-1
CC(C)CNC(=S)N(CCO)Cc1cc2cc3c(cc2[nH]c1=O)OCO3	93	7	-7	15	-3	112	-17	-1.4	3
CCOC(=O)c1c(C)nc2ncccn12	102	6	-5	20	-18	104	-2	-1.1	3
CC(=O)OC1C(N2CCCCC2)c2c(ccc(/C=C/C(=O)N3CCCCC3)c2O)OC1(C)C (stereo unspecified)	99	-11	0	18	3	90	-16	-1.6	-3

Entries above that contain a thiophene ring, fused or not (eleven):
SMILES	MEKK3 PB1 HTS	MEKK2 mut-MEK5	GalR3 antag	SUMO HTRF inh	CRFR2-BP antag	MEKK2wt PB1 HTS	DNA FID counter	CRFBP-R2 agonist	NS3 helicase inh
CCOC(=O)c1c(NC(=O)CSc2nnc(-c3ccco3)o2)sc(C)c1C	96	-3	-3	-16	22	92	-9	1.1	11
CCCCNC(=O)c1cc2c(-c3ccc(Cl)cc3)nn(C)c2s1	104	5	3	29	-4	114	-7	1.6	-3
O=C(N=Nc1c(O)[nH]c2ccccc12)c1cccs1	95	-1	-5	-2	6	102	2	-0.8	0
c1ccc2c(c1)CCN(c1nc(CN3CCOCC3)nc3sc4c(c13)CCCC4)C2	135*	3	-5	0	-18	107	-13	-2.1	-31
O=C(NC1CCCCC1)C(c1ccncc1)N(C(=O)Cn1nnc(-c2cccs2)n1)C1CCCC1 (stereo unspecified)	101	3	-9	-3	10	100	-16	-0.7	-3
O=C(Nc1ccc(Cl)cn1)C1CCN(S(=O)(=O)c2cccs2)CC1	100	-3	0	1	8	97	-13	-1.4	-23
CCOC(=O)Cc1[nH]nc2c1C(c1ccsc1)C(C#N)=C(N)O2 (stereo unspecified)	104	-9	-3	22	12	95	-4	1.8	10
Cc1cc(Cl)ccc1OCC(=O)Nc1ccccc1NS(=O)(=O)c1cccs1	111	-1	-6	12	10	105	1	2.3	2
COC(=O)c1sc2ncccc2c1OCc1ccc(Cl)cc1Cl	102	3	-6	17	-3	102	-2	2.8	-1
COc1ccc(NS(=O)(=O)c2cccs2)cc1S(=O)(=O)N1CCOCC1	104	3	-7	-3	-15	107	-7	2.8	12
COC(=O)c1c(NC(=O)c2ccccc2)sc2c1CC(C)(C)NC2(C)C	103	15	3	5	-2	121	13	5.0	-20

Source: PubChem BioAssay (several laboratories)
